# Bim-Bfl-1 = inhibitors of Bim-Bfl-1 interaction, human | Q16548 | Bead-based flow cytometry, Bim-Bfl-1 binding inhibition | inhibition, % at 10 µM | actives 0.12% (n = 190,000) | AID 1008;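 further: 0% = wells without compound plus tracer and 100% = blocker peptide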
# RGS7-Gao = modulates binding of RGS7 to human Galphao. AID 1439. binding response (% of control), % at 10 µM. Multiplexed bead flow cytometry; actives lie on both sides. actives 0.35% (n = 220,000); in the data active means binding response below about 49% or above about 150%; inconclusive means no clear call, values can overlap the other calls; inactive means in between;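 further: fluorescent Galphao held in activated GDP-AlF4 state binding bead-coupled RGS7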
# Target sequence (P09471 whole entry, looked up): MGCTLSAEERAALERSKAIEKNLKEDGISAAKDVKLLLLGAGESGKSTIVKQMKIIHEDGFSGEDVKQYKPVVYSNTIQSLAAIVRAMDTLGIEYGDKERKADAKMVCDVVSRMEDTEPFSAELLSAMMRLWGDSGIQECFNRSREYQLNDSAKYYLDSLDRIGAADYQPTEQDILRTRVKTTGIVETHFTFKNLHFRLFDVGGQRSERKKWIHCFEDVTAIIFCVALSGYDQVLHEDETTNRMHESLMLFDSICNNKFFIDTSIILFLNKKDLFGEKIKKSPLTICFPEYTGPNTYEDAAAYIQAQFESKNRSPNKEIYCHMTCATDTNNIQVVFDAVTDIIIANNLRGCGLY
# Mcl1-Bid inh = disrupts binding of human Mcl-1 to Bid peptide; TR-FRET Mcl-1/Bid-Dy647 peptide binding, 1536-well; inhibition, % at 21.7 µM; AID 1021; actives 0.97% (n = 220,000);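 active means compounds that cut the binding signal by more than half at the single screening dose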;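 further: His-tagged Mcl-1 with europium anti-His antibody binding Bid BH3 peptide; 0% = Mcl-1 plus peptide wells and 100% = peptide-only wells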
# Mcl1-Noxa inh = Mcl-1/Noxa interaction inhibition | Q07820 | TR-FRET Mcl-1/Noxa peptide binding, 2 h | inhibition, % at 21.7 µM | actives 1.5% (n = 220,000);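 active means compounds that cut the protein-peptide binding signal by more than 50% relative to plate controls in a single-dose test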;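 further: His-tagged Mcl-1 with rhodamine Noxa BH3 peptide and terbium anti-His antibody; 0% = Mcl-1 plus Noxa peptide wells and 100% = peptide-only wells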
# RGS8-Gao = modulates binding of RGS8 to human Galphao. actives 0.34% (n = 220,000). multiplexed bead flow cytometry; actives lie on both sides. response (percent of control binding), % at 10 µM; in the data active means response below about 60% or above about 140%; inactive means in between;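 further: Galphao activated as the GDP aluminium fluoride complex binding bead-coupled RGS8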
# RGS4-Gao reg = modulates binding of RGS4 to human Galphao; Multiplexed bead flow cytometry; actives lie on both sides; binding response (% of control), % at 10 µM; actives 0.33% (n = 220,000); in the data active means binding response below about 49% or above about 150%; inactive means in between;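 further: fluorescent Galphao activated with aluminum fluoride binding bead-coupled RGS4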
# Bcl-XL Bim block = human Bim-Bcl-XL interaction inhibition; Bim peptide-Bcl-XL binding, bead flow cytometry, fluorescence; AID 1007; inhibition, % at 10 µM; Q07817; actives 0.04% (n = 190,000)
# Bcl-B Bim block = human Bim-Bcl-B interaction inhibition; Q9HD36; bead-based flow cytometry, Bim peptide-Bcl-B binding; inhibition, % at 10 µM; actives 0.073% (n = 190,000);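 further: 0% = tracer peptide without compound and 100% = reference inhibitor peptide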
# Target sequence (Q9HD36 whole entry, looked up): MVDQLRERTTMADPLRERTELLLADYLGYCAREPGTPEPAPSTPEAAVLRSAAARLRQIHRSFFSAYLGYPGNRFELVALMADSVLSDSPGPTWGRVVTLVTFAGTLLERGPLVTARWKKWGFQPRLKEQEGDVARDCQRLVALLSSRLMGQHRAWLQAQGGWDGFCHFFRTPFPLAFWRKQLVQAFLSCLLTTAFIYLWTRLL
# Mcl-1 Bim block = human Bim-Mcl-1 interaction inhibition | Bead-based flow cytometry, Bim peptide-Mcl-1 binding | inhibition, % at 10 µM | actives 0.1% (n = 190,000);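 further: 0% = no compound tracer wells and 100% = peptide blocker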
# Bcl-W Bim block = inhibitors of Bim-Bcl-W interaction, human | bead-based flow cytometry, Bim peptide-Bcl-W binding | AID 952 | inhibition, % at 10 µM | Q92843 | actives 0.02% (n = 190,000);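 further: 0% = bound tracer without compound and 100% = peptide blocker; higher means less fluorescent Bim peptide bound to Bcl-W beads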
# Target sequence (Q92843 whole entry, looked up): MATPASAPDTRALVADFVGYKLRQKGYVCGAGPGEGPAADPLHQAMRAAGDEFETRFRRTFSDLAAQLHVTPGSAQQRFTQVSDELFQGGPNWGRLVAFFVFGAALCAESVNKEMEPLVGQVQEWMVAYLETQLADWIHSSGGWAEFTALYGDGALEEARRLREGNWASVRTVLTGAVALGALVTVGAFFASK
# Bim-Bcl-2 = human Bim-Bcl-2 interaction inhibition; actives 0.06% (n = 190,000); inhibition, % at 10 µM; Bead-based flow cytometry, Bim peptide-Bcl-2 binding; P10415; in the data active means inhibition above about 40%; inconclusive means no clear call, values can overlap the other calls;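 further: 0% = no compound wells with probe peptide and 100% = reference peptide inhibitor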
# Target sequence (P10415 whole entry, looked up): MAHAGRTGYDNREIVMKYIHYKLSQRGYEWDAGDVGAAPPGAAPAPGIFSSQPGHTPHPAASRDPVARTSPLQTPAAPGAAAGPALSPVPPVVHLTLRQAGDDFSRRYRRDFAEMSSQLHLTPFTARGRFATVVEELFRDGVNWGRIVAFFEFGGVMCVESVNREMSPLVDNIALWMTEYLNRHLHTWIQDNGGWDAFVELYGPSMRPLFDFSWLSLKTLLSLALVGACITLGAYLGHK
# Starred values were filed as active, the others as inactive; ? = inconclusive; nt = no result given. Unless noted, no stated cut-off is given here; in the data, active means inhibition above about 40%. This is a random part of the collection; about 2.7% have a hit in one of these screens.
entry	molecule	Bcl-B Bim block	RGS4-Gao reg	Mcl1-Noxa inh	RGS7-Gao	Bim-Bcl-2	RGS8-Gao	Bim-Bfl-1	Bcl-XL Bim block	Mcl1-Bid inh	Mcl-1 Bim block	Bcl-W Bim block
1	CCCC(=O)N1CC(=O)Nc2ccc(F)cc2C1c1ccccc1 (centres undefined)	0	88	16	87	1	87	2	0	-1	0	0
2	Cc1cc(O)c(-c2ccno2)cc1Cl	-3	103	-3	105	-4	100	-1	-5	0	-5	-5
3	Cc1nnc(SCC(=O)NCc2ccccc2Cl)n(N)c1=O	-10	101	3	98	-4	102	-13	-10	-9	-5	-6
4	Cc1nn(C)cc1/C=N/NC(=O)C(C)(C)Oc1ccc(Cl)cc1	-2	97	-9	99	-5	98	-14	0	-12	9	0
5	O=C(CSc1nnc2ccccn12)NC(=O)NC1CCCC1	-7	105	-14	100	-3	103	-8	-6	9	0	-2
6	COC(=O)Cn1cc(C#N)c2ccccc21	0	103	-11	101	21	103	2	4	-10	1	0
7	O=C1CN(C(=O)c2cc3ccccc3oc2=O)C(c2ccc(F)cc2)c2cc(Br)ccc2N1 (centres undefined)	-7	nt	-32	nt	0	nt	0	-2	-8	-3	-6
8	Cc1cc2c(c(=O)n1CCN(C)C)C(c1ccncc1)C(C#N)=C(N)O2 (centres undefined)	-5	100	6	100	-7	103	-10	-7	-22	0	-1
9	CO/N=C/c1ccc(N2CCCC2)c([N+](=O)[O-])c1	-2	92	-1	96	-1	98	-4	-4	-6	0	0
10	CCN1CC(c2ccccc2)C(c2ccc(Cl)cc2)=N1 (centres undefined)	-9	99	1	95	-15	99	0	-4	-68	-1	-3
11	CC(=O)Nc1ccc(S(=O)(=O)NCc2ccc(C(=O)NCc3ccc4c(c3)OCO4)cc2)cc1	-3	66	-2	65	-2	77	-4	0	-53	0	-3
12	O=C(Nc1nc2c(F)cc(F)cc2s1)c1ccccn1	0	98	3	99	0	102	-4	-3	-1	2	0
13	CCCNC(=O)c1ccccc1NC(=O)C1COc2ccccc2O1 (centres undefined)	-8	102	-3	103	-7	101	-19	-8	-17	-4	-2
14	O=C(NCCCn1ccnc1)c1ccc(Br)o1	-1	92	-1	92	3	97	0	2	-29	1	2
15	CCN(CC)c1nc2ccccc2[nH]1	-3	100	7	105	-2	110	0	0	-27	0	0
16	O=C(Nc1cccc2ccccc12)c1cc2c(cc1Br)OCO2	nt	100	13	?	nt	103	nt	nt	-42	nt	nt
17	O=C(NC(=O)c1ccccc1)NC(=O)c1ccccc1	-8	101	21	97	-7	99	-12	-2	-30	-2	2
18	CC(NC(=O)CSc1nc2ccccc2c(=O)[nH]1)c1ccccc1 (centres undefined)	-7	97	4	97	-8	101	-14	-4	-9	0	-3
19	O=c1c2sccc2nc(SCc2cc(=O)n3ccccc3n2)n1-c1ccc(Br)cc1	-7	100	11	107	-2	99	2	-5	-3	-5	-4
20	COc1ccc(NC(=O)CCN2C(=O)c3ccccc3S2(=O)=O)cc1	-6	112	10	106	0	107	-2	-1	-3	-2	-2
21	Cc1cc(C)cc(OCC(=O)OCC(=O)N2CC(=O)Nc3ccccc32)c1	-3	112	17	?	-2	111	-6	-1	-20	-1	-2
22	CCC(CC)C(=O)Nc1ccc(C(=O)Nc2cc(C)on2)cc1	-1	99	18	98	-2	100	-5	0	-2	1	0
23	COc1cc2c(cc1OC)CN(C(=S)NC(=O)c1ccccc1)CC2	-6	92	22	85	3	96	8	-1	-51	0	1
24	O=C(O)CSCCOc1ccc(OCCSCC(=O)O)cc1	-2	97	7	101	-6	90	-2	-4	-37	-4	-2
25	CCN(CC)C(=O)CSc1nc2sc3c(c2c(=O)n1-c1ccc(C)cc1)CC(C)(C)SC3	-8	100	-46	99	-10	96	-8	-8	-11	0	1

# 2 entries from above in a different format:
(4) Cc1nn(C)cc1/C=N/NC(=O)C(C)(C)Oc1ccc(Cl)cc1
(5) O=C(CSc1nnc2ccccn12)NC(=O)NC1CCCC1

entry no.	4	5
Bcl-B Bim block	-2	-7
RGS4-Gao reg	97	105
Mcl1-Noxa inh	-9	-14
RGS7-Gao	99	100
Bim-Bcl-2	-5	-3
RGS8-Gao	98	103
Bim-Bfl-1	-14	-8
Bcl-XL Bim block	0	-6
Mcl1-Bid inh	-12	9
Mcl-1 Bim block	9	0
Bcl-W Bim block	0	-2

# Next section.
entry	molecule	Bcl-B Bim block	RGS4-Gao reg	Mcl1-Noxa inh	RGS7-Gao	Bim-Bcl-2	RGS8-Gao	Bim-Bfl-1	Bcl-XL Bim block	Mcl1-Bid inh	Mcl-1 Bim block	Bcl-W Bim block
26	Cc1cc(C(F)(F)F)n(-c2nc(C(=O)NN)cs2)n1	-5	100	13	?	-1	100	-8	-1	-14	-2	1
27	Cc1ccc(N(C(=O)c2ccc(S(=O)(=O)N3CCOCC3)cc2)C2C=CS(=O)(=O)C2)cc1 (centres undefined)	-6	104	-64	98	-1	104	0	-1	-2	-1	-1
28	CC(C)(C)OC(=O)N/N=C/c1cn(-c2ccccc2)nc1-c1cccnc1	1	98	-3	97	2	98	-2	-2	-5	-2	-1
29	CC(=O)c1cccc(NC(=O)C2CC(=O)N(CCc3ccccc3)C2)c1 (centres undefined)	-2	109	-79	110	-1	107	-6	-1	-3	1	0
30	Cc1c(C)n(C(=O)CSc2nccn2C)c2ccccc12	-9	106	13	100	-10	102	-9	-8	-13	-2	-1
31	O=C(O)CS(=O)(=O)CC(=O)NCc1cccc(C(F)(F)F)c1	-1	95	-4	87	0	96	-1	-2	-2	1	0
32	COc1ccc(CCC(=O)O)c(O)c1	nt	118	0	?	nt	111	nt	nt	-48	nt	nt
33	Cc1cccn2c(CN3CCCC(c4ccccc4)C3)c(C(=O)N3CCOCC3)nc12 (centres undefined)	-4	94	11	85	-4	96	-5	-2	-5	-4	-7
34	O=[N+]([O-])c1cc(-c2nnc(Nc3ccccc3)c3ccccc23)ccc1N1CCOCC1	-6	99	-1	99	-5	100	-8	-7	-4	0	-1
35	O=S(=O)(NCCOC12CC3CC(CC(C3)C1)C2)c1cccc2nsnc12	-9	98	7	99	-13	104	-14	-15	13	-2	2
36	C=CCNC(=O)C1CCN(S(=O)(=O)c2ccc(Br)cc2)CC1	-5	98	10	96	-5	100	-7	-2	4	0	0
37	Cn1nc(C(F)(F)F)c2cc(C(=O)NC3CC3)sc21	-1	101	3	99	0	102	-2	-1	-2	0	0
38	O=C(c1cc(F)ccc1F)C1CCCN(C(=O)CCc2cnccn2)C1 (centres undefined)	-3	102	-3	100	-2	100	-6	-2	-17	-3	0
39	O=C(NCc1cccs1)C(NS(=O)(=O)c1cccc2nsnc12)c1ccccc1 (centres undefined)	-7	102	12	100	-5	101	-9	0	-7	2	-1
40	CCOC(=O)C1=C(CSc2nc(-c3ccccc3)ccc2C#N)OC(N)=C(C#N)C1c1cccnc1 (centres undefined)	-10	108	15	106	-7	104	-9	-7	5	-2	2
41	c1ccc(-c2ccccc2OCCCN2CCCCC2)cc1	-2	99	16	98	-1	100	-3	-3	27	-2	-1
42	CCOc1ccc(Nc2nc(N)nc(CSC(=S)N3CCOCC3)n2)cc1	nt	98	14	?	nt	97	nt	nt	-16	nt	nt
43	Cc1noc(C)c1C(=O)N1CCN(CCc2ccccc2)CC1	-4	104	2	102	-6	99	-14	11	-53	-1	-2
44	CC(c1ccncn1)N(C)Cc1nc(Cc2ccccc2F)no1 (centres undefined)	-5	110	-2	107	2	107	-3	-6	-24	1	-2
45	CCC(C)(C)c1nnc(NC(=O)c2ccc([N+](=O)[O-])cc2)s1	-12	99	10	100	-8	100	-17	-5	6	-2	-3
46	Cc1ccc(NS(=O)(=O)c2ccc(OCC(=O)Nc3cccc([N+](=O)[O-])c3)c(C)c2)cc1	-7	104	7	104	-8	102	-8	-4	5	-1	-1
47	Cc1c(NC(=O)c2cc3c(=O)n4ccccc4nc3s2)c(=O)n(-c2ccccc2)n1C	nt	99	-4	?	nt	99	nt	nt	1	nt	nt
48	O=c1c(N2CCOCC2)coc2ccccc12	0	101	-11	102	2	99	1	0	-18	15	-2
49	COc1ccc(/C(C)=N/Nc2ncc(Cl)cc2Cl)c(O)c1	nt	100	11	100	?	103	nt	nt	-18	nt	nt
50	COc1cc([C@@H]2c3cc4c(cc3[C@H](O)[C@H]3COC(=O)[C@H]23)OCO4)cc(OC)c1OC	-5	101	13	103	2	99	0	-1	-5	-1	-1
51	C/C(=C/Cc1c(O)cc2oc(C)cc(=O)c2c1O)COC1OC(CO)C(O)C(O)C1O (centres undefined)	-3	100	-14	101	-2	103	-1	-4	-16	-5	-2
52	Cn1c(=O)c2[nH]c(Nc3ccccc3)nc2n(C)c1=O	-10	102	23	101	-5	100	-14	-5	0	-3	2
53	COC(=O)c1cn(C(=O)c2cc(C)cc(C)c2)c2ccccc12	0	100	-3	103	0	87	4	3	-2	0	4
54	COCCCN1Cc2cccc(C(=O)O)c2C1=O	-5	100	0	105	-6	101	-12	-4	-28	-1	1
55	O=S1(=O)CC/C(=N\Nc2ccc(F)cc2)c2ccsc21	-8	95	3	94	-7	97	-12	-3	-32	-2	-3
56	CN1CCN(NC(=O)c2ccc(Cl)cc2Cl)CC1	-4	102	-19	101	-2	101	-1	-3	-11	0	0
57	COc1ccccc1NC(=O)CC1C(=O)NCCN1C(=O)Nc1ccccc1 (centres undefined)	-10	103	4	101	-11	105	-13	0	-1	-4	0
58	COc1cccc(OC)c1-c1nn2c(-c3ccco3)nnc2s1	-2	99	29	103	3	93	6	1	-7	-1	1
59	Cc1oc(-c2ccccc2)nc1C(=O)Nc1nccs1	0	95	25	93	-2	97	-7	-4	-20	-2	-4
60	COc1ccc(NC(=S)NC2CCN(Cc3ccccc3)CC2)cc1OC	-2	97	21	100	-2	104	-1	-3	-50	2	0
61	COc1ccc(-c2nn(-c3ccccc3)cc2/C=C/C(=O)OCC(=O)Nc2ccc(C#N)cc2)cc1	-4	101	-3	103	0	102	0	-1	-16	-2	0
62	COC(=O)C1CCN(C(=O)CN2C(=O)NC(CCc3ccccc3)C2=O)CC1 (centres undefined)	-4	101	-3	99	-1	101	-11	-8	-2	0	0
63	CCn1ccc2cc(OC)ccc2c1=S	-1	102	5	101	-2	103	0	2	-21	-2	0
64	O=C(CSc1nnc(CNC(=O)c2cccs2)o1)NCCc1ccccc1	0	98	-2	98	-3	99	-1	-5	5	0	1
65	Cc1nn(-c2ccccc2)c2nc(=O)n(-c3ccccc3)cc12	-2	92	10	94	-3	98	-2	-3	-17	-2	-2
66	COc1ccc(O)c(/C=N/NC(=O)c2cc(=O)[nH]c3ccccc23)c1	nt	92	-33	?	nt	94	nt	nt	-93	nt	nt
67	COc1ccccc1N1CCN(CC(O)COc2ccc3c(c2)OCO3)CC1 (centres undefined)	0	107	22	106	0	104	0	0	5	1	3
68	CC(CN1CCOCC1)OC(=O)c1cccc(Br)c1 (centres undefined)	-18	80	-2	88	-2	81	0	-2	-3	-7	-4
69	O=C(/C=C/c1ccc(Br)o1)NCCCN1CCOCC1	-12	102	19	99	0	103	-1	1	-1	-7	0
70	O=C(Nc1cc(Cl)ccc1O)C1CCCO1 (centres undefined)	-4	95	-16	96	-3	101	1	-5	-54	0	-4
71	C=CCOC(=O)C(=O)/C=C/c1coc2ccccc2c1=O	-1	92	5	84	0	95	-1	0	-6	-1	0

# Assay outcomes from PubChem.
